Bioassay records from PubChem.
NCI-60 one-dose screen, 48 h, at 10 µM unless noted. Numbers give growth in % (100 = growth as untreated, 0 = no growth, -100 = all killed).
SK-MEL-2: SK-MEL-2 melanoma; hit rate 4.7% among 77,000; AID 1794763
MALME-3M: MALME-3M melanoma. hit rate 5.8% among 78,000. AID 1794766
SK-MEL-5: SK-MEL-5 melanoma; hit rate 6.4% among 80,000; AID 1794755
M14: M14 melanoma | hit rate 6.2% among 80,000 | AID 1794745
MDA-MB-435: MDA-MB-435 melanoma | hit rate 7.8% among 82,000 | AID 1794794
UACC-62: UACC-62 melanoma | hit rate 5.4% among 81,000 | AID 1794756
SK-MEL-28: SK-MEL-28 melanoma. AID 1794761. hit rate 4.1% among 81,000
UACC-257: UACC-257 melanoma; hit rate 4.4% among 78,000; AID 1794764
* marks the source's active call; other numbers are inactive results; / = no result given; & = joins results of further samples; [ ] = dose if it differs, or a comment. How the source made its calls: active means growth percent below 10; inactive means the rest.

SMILES | SK-MEL-2 | MALME-3M | SK-MEL-5 | M14 | MDA-MB-435 | UACC-62 | SK-MEL-28 | UACC-257
CC(=O)Oc1ccc(C2OC(c3ccc4ccccc4c3OC(C)=O)=NN2C(C)=O)c(OC(C)=O)c1 (centres undefined) | 13 | 9.0* | -9.2* | 3.3* | 34 | -12* | 38 | -28*
Cc1cc(=O)n2cn[nH]c2n1 | 62 | 117 | 107 | 106 | 122 | 105 | 124 | 137
CC(C)OC(=O)CC[C@H](N)C(=O)O | 106[20 µM] | 105[20 µM] | 100[20 µM] | 98[20 µM] | 102[20 µM] | 95[20 µM] | 101[20 µM] | 95[20 µM]
C#Cc1nc(C(=O)NCCCCCCC(=O)NO)cs1 | 8.1* | -61* | -56* | 17 | -35* | -63* | -53* | 23
COc1ccc(-c2nnc(SCC(=O)Nc3ccc(C(=O)/C=C/c4ccccc4)cc3)n2-c2ccccc2)cc1 | 105 | 77 | 88 | 104 | 100 | 105 | 115 | 98
C/C(O)=C(\C=N\C(N)=S)C(=O)Nc1ccccc1C | 104 | 97 | 96 | 99 | 103 | 97 | 103 | 99
COc1cc(CNC(=O)/C=C/c2ccccc2)ccc1OCc1cn(-c2ccc(Cl)cc2)nn1 | 98 | 95 | 70 | 100 | 96 | 67 | 90 | 72
COc1ccc2nc3cc(Cl)ccc3c(N3CCN(c4nccc(Nc5ccc(Cl)cc5)n4)CC3)c2c1 | / | 120 | 87 | 43 | 79 | 82 | 82 | 89
Cc1cc(=O)[nH]c(SCC(=O)Nc2ccc(-c3nc4ccccc4[nH]3)cc2)n1 | 115 | 103 | 100 | 100 | 105 | 96 | 96 | 105
O=c1[nH]nc(-c2cn(-c3ccccc3)nc2-c2ccc(OCc3ccccc3)cc2)[nH]1 | 95 | 104 | 86 | 90 | 91 | 85 | 98 | 93
CC(=O)Nc1ccc(NC(C)=O)c([N+](=O)[O-])c1 | 108 | 99 | 106 | 102 | 107 | 102 | 131 | 99
CCCCCCCOc1c(C(=O)O)cccc1[N+](=O)[O-] | 98 | 108 | 104 | 97 | 101 | 93 | 110 | 86
Cc1[nH]c2ccccc2c1C1=CC(=O)C=CC1=O | 94 | 123 | 86 | 79 | 39 | 76 | 104 | 92
COc1ccc(Nc2ncccc2/C=C/C(=O)c2cc(OC)c(OC)c(OC)c2)cc1 | -38* | -5.4* | -26* | -53* | -36* | -24* | -77* | -90*
Cc1cc(C)c2c(-c3cc(-c4ccc(N(C)C)cc4)c(C#N)c(N)n3)cc(C(=O)c3ccc(Br)cc3)n2c1 | 103 | 140 | 96 | 121 | 114 | 87 | 124 | 106

Among those listed so far, these contain a Cl atom.
SMILES | SK-MEL-2 | MALME-3M | SK-MEL-5 | M14 | MDA-MB-435 | UACC-62 | SK-MEL-28 | UACC-257
COc1cc(CNC(=O)/C=C/c2ccccc2)ccc1OCc1cn(-c2ccc(Cl)cc2)nn1 | 98 | 95 | 70 | 100 | 96 | 67 | 90 | 72
COc1ccc2nc3cc(Cl)ccc3c(N3CCN(c4nccc(Nc5ccc(Cl)cc5)n4)CC3)c2c1 | / | 120 | 87 | 43 | 79 | 82 | 82 | 89

The listing continues.
SMILES | SK-MEL-2 | MALME-3M | SK-MEL-5 | M14 | MDA-MB-435 | UACC-62 | SK-MEL-28 | UACC-257
CCCCCCCCCCCCCCNc1nc(C#N)ncc1-c1ccc(C(F)(F)F)cc1 | 96 | 99 | 99 | 100 | 110 | 108 | 114 | 101
CCC(=O)c1cccc2ccccc12 | 93 | 121 | 91 | 102 | 102 | 99 | 104 | 89
COc1ccc(C2CC(c3c(C)oc4c(OC)c5occc5c(OC)c4c3=O)=NN2)cc1OC (centres undefined) | 94 | 103 | 92 | 100 | 106 | / | / | /
COc1cc(-c2nn(-c3cccc(NC(=O)CN4CCCCC4)c3)cc2-c2ccncc2)ccc1Cl | 110 | 80 | 89 | 90 | 93 | 100 | 100 | 105
C=CCCCOC1[C@H](OCc2ccccc2)C(OCc2ccccc2)C(OC)O[C@@H]1CNC(=O)c1cccc(I)c1 (some centres undefined) | / | 80 | -6.8* | 47 | 45 | 31 | 71 | 37
Nc1nc(-c2cccc(Cl)c2)cc(-c2cc3ccccc3oc2=O)n1 | / | 107 | 87 | 95 | 105 | 79 | 92 | 103
COCc1c(C#N)c(Cl)nc(C)c1[N+](=O)[O-] | 97 | 93 | 104 | 100 | 103 | 97 | 108 | /
COc1ccc2c(c1)c(-c1nc(-c3cn(C)c4ncccc34)cs1)cn2CCO | 93 | 110 | 74 | 75 | 87 | 80 | 86 | 92
CC(=O)Oc1ccccc1C(=O)N(/N=C1\C(=O)N(C(C)=O)c2ccccc21)C(C)=O | 95 | 93 | 97 | 100 | 101 | 94 | 109 | 113
CC(=O)Nc1ccc2c(c1)C[N+](C)(C1CCCCC1)CO2 (centres undefined) | 106 | 108 | 97 | 113 | / | 100 | 107 | 108
COc1ccc(/C=c2\c(=O)n(-c3ccccc3)c3nn4c(n23)=NNC42CCCCC2)cc1 | 108 | 98 | 100 | 102 | 110 | 93 | 111 | 111
CC(=O)Nc1cc(C)ccn1 | 115 | 97 | 102 | 101 | 103 | 105 | 122 | 94
CCSc1nnc(-c2cnn3c2NC(c2ccccc2)C3)n1-c1cccc(F)c1 (centres undefined) | 94 | 88 | 93 | 113 | 96 | 83 | 98 | 97
O=c1c2cc3ccncc3n2c(=O)c2cc3ccncc3n12 | 99 | 99 | 102 | 103 | 109 | 105 | 132 | 107
NS(=O)(=O)c1ccc(-n2cc(COc3ccc(/C=C4/SC(=S)NC4=O)cc3)nn2)cc1 | 116 | 103 | 101 | 101 | 103 | 93 | 107 | 102
CCC1C(=O)NC(=O)C1(C)c1ccccc1 (centres undefined) | 109&134 | 124&118 | 103&118 | 94&115 | 120&110 | 98&104 | 109&113 | 108&85
Cc1ccc(NC(=O)c2cc3ccccc3cc2O)cc1 | 82 | 66 | 64 | 93 | 87 | 41 | 102 | 70
Cc1ccc2nc(Sc3ncccc3C(=O)O)n(Cc3ccccc3)c(=O)c2c1 | 99 | 98 | 86 | 106 | 78 | 70 | 92 | 117
N#Cc1cnn2c1NC(c1ccc(Cl)cc1)C(C#N)C2=O (centres undefined) | 98 | 93 | 97 | 101 | 104 | 93 | 103 | 101
O=c1[nH]c2ccccc2nc1/C=C(\O)c1ccncc1 | 101 | 87 | 97 | 75 | 90 | 66 | 96 | 95
COc1ccc(-c2cc(NC(=O)Nc3cccc(C(C)=O)c3)no2)cc1 | 110 | 112 | 96 | 98 | 100 | 96 | 109 | 105
c1ccc(CCN2CCC(COC(c3ccccc3)c3ccccc3)C2)cc1 (centres undefined) | 89 | 80 | 35 | 70 | 83 | 94 | 89 | 85
COc1nc2c(c(=O)[nH]1)C(c1cc3cc(C)ccc3[nH]c1=O)C1=C(CC(C)(C)CC1=O)N2 (centres undefined) | 81 | 99 | 105 | 104 | 108 | 109 | 111 | 93
COc1ccc(-c2nc(SCCC(C)C)nc(N/N=C\c3cccc([N+](=O)[O-])c3)c2C#N)cc1 | 80 | 50 | 71 | 61 | 56 | 68 | 67 | 81
COC(=S)Nc1ccc(S(=O)(=O)Nc2ccc(Cl)nn2)cc1 | 104 | 100 | 99 | 95 | 99 | 96 | 106 | 89
O=C(/C=C/c1ccccc1)c1ccc([N+](=O)[O-])cc1 | 119 | 121 | 99 | 117 | 93 | 98 | 116 | 100
CC(=O)C1C(=O)C(=O)N(c2ccc([N+](=O)[O-])cc2[N+](=O)[O-])C1=O (centres undefined) | 104 | 120 | 94 | 105 | 107 | 93 | 110 | 100
CC(=O)Nc1ccc(Br)c(NC(C)=O)n1 | 112 | 107 | 98 | 104 | 101 | 107 | 105 | /
O=C(Nc1ccc(F)cc1)Nc1ccc2c(ccn2C(=O)c2cccc(F)c2)c1 | 104 | 88 | 96 | 90 | 89 | 89 | 89 | 98
O=C(Oc1ccc(-c2cssc2=S)cc1)c1cn(C2CC2)c2cc(N3CCNCC3)c(F)cc2c1=O | 125 | 111 | 105 | 110 | 100 | 111 | 111 | 115

17 structures out of the list, arranged by length of the SMILES, falling:
SMILES | SK-MEL-2 | MALME-3M | SK-MEL-5 | M14 | MDA-MB-435 | UACC-62 | SK-MEL-28 | UACC-257
COc1nc2c(c(=O)[nH]1)C(c1cc3cc(C)ccc3[nH]c1=O)C1=C(CC(C)(C)CC1=O)N2 (centres undefined) | 81 | 99 | 105 | 104 | 108 | 109 | 111 | 93
COc1ccc(-c2nc(SCCC(C)C)nc(N/N=C\c3cccc([N+](=O)[O-])c3)c2C#N)cc1 | 80 | 50 | 71 | 61 | 56 | 68 | 67 | 81
O=C(Oc1ccc(-c2cssc2=S)cc1)c1cn(C2CC2)c2cc(N3CCNCC3)c(F)cc2c1=O | 125 | 111 | 105 | 110 | 100 | 111 | 111 | 115
CC(=O)C1C(=O)C(=O)N(c2ccc([N+](=O)[O-])cc2[N+](=O)[O-])C1=O (centres undefined) | 104 | 120 | 94 | 105 | 107 | 93 | 110 | 100
CC(=O)Oc1ccccc1C(=O)N(/N=C1\C(=O)N(C(C)=O)c2ccccc21)C(C)=O | 95 | 93 | 97 | 100 | 101 | 94 | 109 | 113
O=C(Nc1ccc(F)cc1)Nc1ccc2c(ccn2C(=O)c2cccc(F)c2)c1 | 104 | 88 | 96 | 90 | 89 | 89 | 89 | 98
Cc1ccc2nc(Sc3ncccc3C(=O)O)n(Cc3ccccc3)c(=O)c2c1 | 99 | 98 | 86 | 106 | 78 | 70 | 92 | 117
COc1ccc(-c2cc(NC(=O)Nc3cccc(C(C)=O)c3)no2)cc1 | 110 | 112 | 96 | 98 | 100 | 96 | 109 | 105
c1ccc(CCN2CCC(COC(c3ccccc3)c3ccccc3)C2)cc1 (centres undefined) | 89 | 80 | 35 | 70 | 83 | 94 | 89 | 85
COC(=S)Nc1ccc(S(=O)(=O)Nc2ccc(Cl)nn2)cc1 | 104 | 100 | 99 | 95 | 99 | 96 | 106 | 89
CC(=O)Nc1ccc2c(c1)C[N+](C)(C1CCCCC1)CO2 (centres undefined) | 106 | 108 | 97 | 113 | / | 100 | 107 | 108
N#Cc1cnn2c1NC(c1ccc(Cl)cc1)C(C#N)C2=O (centres undefined) | 98 | 93 | 97 | 101 | 104 | 93 | 103 | 101
O=c1c2cc3ccncc3n2c(=O)c2cc3ccncc3n12 | 99 | 99 | 102 | 103 | 109 | 105 | 132 | 107
O=c1[nH]c2ccccc2nc1/C=C(\O)c1ccncc1 | 101 | 87 | 97 | 75 | 90 | 66 | 96 | 95
Cc1ccc(NC(=O)c2cc3ccccc3cc2O)cc1 | 82 | 66 | 64 | 93 | 87 | 41 | 102 | 70
CCC1C(=O)NC(=O)C1(C)c1ccccc1 (centres undefined) | 109&134 | 124&118 | 103&118 | 94&115 | 120&110 | 98&104 | 109&113 | 108&85
CC(=O)Nc1cc(C)ccn1 | 115 | 97 | 102 | 101 | 103 | 105 | 122 | 94

(next part)
SMILES | SK-MEL-2 | MALME-3M | SK-MEL-5 | M14 | MDA-MB-435 | UACC-62 | SK-MEL-28 | UACC-257
Cc1c(C(=O)NCCCc2ccccc2)sc2ncc(-c3ccc(Br)cc3)n12 | 115 | 101 | 101 | 100 | / | 96 | 104 | 109
CCCC(CC)(CC)CO | 120 | 107 | 103 | 101 | 91 | 112 | 97 | 93
CC(Sc1nc2ccccc2c(=O)n1CCc1ccc(S(N)(=O)=O)cc1)C(=O)Nc1ccccc1 (centres undefined) | 93 | 94 | 96 | 102 | 111 | 100 | 116 | 104
CC(c1ccccc1)N1CSc2nc3ccccc3n2C1 (centres undefined) | 106 | 82 | 99 | / | 100 | 93 | 105 | 107
CCOC(CNC(=O)c1cccc([N+](=O)[O-])c1)OCC | 97 | 97 | 89 | 99 | 103 | 88 | 106 | 83
COc1cc([N+](=O)[O-])ccc1S(=O)(=O)Cl | 117 | 109 | 110 | 118 | 99 | 110 | 105 | 93
CC12CC[C@@H]3[C@]4(C)COC(c5cn[nH]c5-c5ccc(Br)cc5)O[C@@H]4CC[C@@]3(C)[C@@H]1CC(C1=CCOC1=O)O2 (some centres undefined) | 52 | 70 | 32 | 39 | 52 | 42 | 47 | 55
COc1ncnc(NS(=O)(=O)c2ccc(NC(=O)c3ccccc3F)cc2)c1OC | 109 | / | 106 | 92 | 102 | 91 | 102 | /
CCOC(=O)C(C#N)C1CCCC(C)CC1 (centres undefined) | 117 | 101 | 107 | 104 | 101 | 105 | 112 | /
CC1=NN(c2ccccc2)C(=O)/C1=C\c1ccc(N(CCC#N)CCC#N)cc1 | 109 | 102 | 97 | 100 | 108 | 103 | 112 | 101
CC(=O)c1nn(-c2ccc([N+](=O)[O-])cc2)/c(=N\N=C\c2coc3ccc(F)cc3c2=O)s1 | 105 | 102 | 97 | 99 | 104 | 92 | 110 | 115
Clc1ccc(C2CC(c3cccc(OCCCCOc4cccc(C5=NOC(c6ccc(Cl)cc6)C5)c4)c3)=NO2)cc1 (centres undefined) | 100 | 103 | 78 | 92 | 102 | 68 | 100 | 90
C=CCOc1cccc(/C=C/C(=O)c2sc(Nc3cccnc3)nc2C)c1 | 84 | 95 | 75 | 71 | 22 | 60 | 87 | 97
COc1ccccc1-n1cnc(N)c1C(=O)c1cc(OC)c(OC)c(OC)c1 | 57 | 50 | 28 | 44 | -15* | 29 | 52 | 60
O=C1Nc2ccc(Cl)cc2/C1=C/c1ccc(OCc2ccc(F)cc2)cc1 | / | 102 | 105 | 98 | 93 | 91 | 96 | 97

An unsorted share of the library (roughly 11% active in at least one column).
